STAT1 inh – STAT1 signaling inhibitors, primary screen, cell-based, HTS, luciferase reporter; inhibition, % at 5.5 µM; NIH 3T3 STAT1-luciferase reporter, IFN-gamma, luminescence; hit rate 0.35% among 200,000;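 active = inhibition above a set limit, the mean inhibition across all tested compounds plus 3 SD, cut at about 34% in these data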;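 also: 0% = IFN-gamma with DMSO and 100% = IFN-gamma with 300 µM nifuroxazide; values of inactives mirror those of a sister screen read the other way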
APP 5UTR inh – inhibitors of APP translation via 5'UTR reporter, primary screen, APP 5'UTR luciferase, SH-SY5Y cells; hit rate 0.82% among 190,000; SH-SY5Y APP 5'UTR-luciferase reporter, luminescence; inhibition, % at 2 µM; AID 1285, 2008;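 active = inhibition above a set limit, derived from the sample mean plus 3 SD, cut at about 45% in these data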; also: values of inactives mirror those of a sister screen read the other way
Hsp70 activator – Hsp70 transcriptional activators, primary screen, cell-based, HeLa, Hsp70 promoter luciferase, luminescence, 10 µM; HeLa Hsp70 promoter luciferase reporter; scaled: vehicle 0, proteasome-inhibitor control 100%; activation, % at 10 µM; hit rate 0.04% among 200,000; AID 1203, 2008;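 active = activation above the mean across all tested compounds plus 3 SD, cutoff set per campaign, cut at about 5.5% in these data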;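 also: 100% = MG132 at 30 µM as the positive control and 0% = DMSO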
NF-kB neuron act – activators of NF-kB expression in neurons, primary screen, cell-based, HTS; human neuronal cells, NF-kB reporter expression; active compounds read high; fold change at 12.5 µM; hit rate 1.6% among 190,000; AID 1239, 2008; in the data active = fold change above about 3.3
APP 5'UTR act – activators of APP 5'UTR luciferase reporter, primary screen, SH-SY5Y cells. SH-SY5Y APP 5'UTR luciferase reporter, luminescence; zero percent = DMSO vehicle wells. activation, % at 2 µM. hit rate 1% among 190,000;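 active = activation above a set limit, based on mean plus 3 SD of controls, cut at about 140% in these data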; also: values of inactives mirror those of a sister screen read the other way
FLuc inh counter – firefly luciferase enzyme inhibitors, primary screen, artefact control for luciferase-based inhibitor screens, biochemical, luminescence, ATPLite. 10 min. inhibition, % at 10 µM. hit rate 1.5% among 200,000;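 active = inhibition above about 50% when tested at 10 µM, limit read from the data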
Target sequence (P08659 whole entry, looked up): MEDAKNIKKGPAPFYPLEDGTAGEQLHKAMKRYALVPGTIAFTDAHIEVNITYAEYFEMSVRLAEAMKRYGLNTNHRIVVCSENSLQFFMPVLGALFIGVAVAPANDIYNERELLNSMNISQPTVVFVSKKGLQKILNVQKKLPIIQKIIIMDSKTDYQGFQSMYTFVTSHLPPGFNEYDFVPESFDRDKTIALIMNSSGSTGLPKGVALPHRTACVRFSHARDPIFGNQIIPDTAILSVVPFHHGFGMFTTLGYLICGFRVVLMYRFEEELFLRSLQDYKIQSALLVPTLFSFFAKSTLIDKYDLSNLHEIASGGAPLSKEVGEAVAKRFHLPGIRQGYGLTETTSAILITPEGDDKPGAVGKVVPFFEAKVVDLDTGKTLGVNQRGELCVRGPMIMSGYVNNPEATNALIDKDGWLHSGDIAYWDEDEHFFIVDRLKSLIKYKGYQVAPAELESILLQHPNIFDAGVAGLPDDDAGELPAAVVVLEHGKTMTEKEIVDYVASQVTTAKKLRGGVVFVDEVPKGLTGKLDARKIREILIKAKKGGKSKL
RAM inhibit – inhibitors of the yeast RAM network, primary screen, dse1pr::URA3 reporter, 5-FOA selection; hit rate 1.8% among 190,000; inhibition, % at 50 µM; S. cerevisiae dse1pr::URA3 reporter, 5-FOA growth OD615, 2 d; analog-sensitive cbk1-as2 kinase mutant strain; AID 868, 2007;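 active = inhibition above a set limit, 3 SD over mean compound inhibition, cut at about 8.4% in these data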;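 also: 0% = DMSO-only wells with no growth and 100% = 10 µM 1-NA-PP1 full growth; inhibition rescues growth on 5-FOA so higher OD means more RAM inhibition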
STAT3 act – IL-6 driven STAT3 reporter potentiators, primary screen, U3A cells, luciferase, luminescence, MLSCN library. IL-6 STAT3-luciferase reporter; 100% = signal with IL-6 EC80 alone. activation (% of control), % at 5.6 µM. hit rate 0.91% among 190,000. AID 871, 2007;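 active = activation above the screen-wide mean of compound activation plus 3 SD, cut at about 130% in these data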;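 also: 0% = background luminescence of wells with medium and substrate only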
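Material: human STAT1-deficient U3A cells with stable STAT3-luciferase reporter / Probe or stimulus: IL-6 stimulus at 33 ng/mL final / Schedule: 1 h compound pre-exposure, 6 h IL-6 stimulation, 37 °C / Technique: luminescence / Read-out basis: percent of IL-6-only median luminescence / Control set: IL-6-only high control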
STAT1 act – STAT1 signaling activators, primary screen, cell-based, HTS, luciferase reporter. NIH 3T3 STAT1-luciferase reporter, IFN-gamma, luminescence; 100% = IFN-gamma alone, no compound. activation (% of control), % at 5.5 µM. hit rate 2.6% among 200,000. AID 932, 2007;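 active = activation above the screen-wide mean activation plus 3 SD, cut at about 130% in these data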;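 also: raw ratio to IFN-gamma control signal so 100% means no change and 0% no light; values of inactives mirror those of a sister screen read the other way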
STAT3 blocker – IL-6 driven STAT3 reporter inhibitors, primary screen, U3A cells, luciferase, luminescence, MLSCN library; IL-6 STAT3-luciferase reporter; host cell line lacks STAT1; inhibition, % at 5.5 µM; hit rate 0.89% among 190,000; AID 862, 2007;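 active = inhibition above the mean inhibition across all screened compounds plus 3 SD, cut at about 44% in these data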;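 also: 0% = DMSO only wells and 100% = 100 µM nifuroxazide control wells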
* hit, by the source's call; . = no result given.

Order of values – STAT1 inh, APP 5UTR inh, Hsp70 activator, NF-kB neuron act, APP 5'UTR act, FLuc inh counter, RAM inhibit, STAT3 act, STAT1 act, STAT3 blocker
> O=C(CSc1nnc(-c2ccccc2)n1C1CCCCC1)Nc1ccc(S(=O)(=O)Nc2ccccn2)cc1
→ -1, 0, -0.2, 1.2, 0, -6, 2.8, 98, 101, 6
> CCO[C@H]1OC(C(N)=O)=C[C@@H](c2coc3ccccc3c2=O)[C@@H]1CCCO
→ 1, -2, 0.1, 1.1, 2, 2, 0.1, ., 100, .
> CS(=O)(=O)N(CC(=O)O)c1ccc(Oc2ccccc2)cc1
→ -2, -9, -0.1, 1.3, 9, 0, 1.1, 101, 102, 0
> COC(=O)C(NC(C)=O)(Nc1nc2ccc(C)cc2s1)C(F)(F)F (stereo unspecified)
→ 3, 15, -0.3, 1.1, -15, -5, -0.3, 103, 97, 4
> COc1ccccc1CNC(=O)C1CCN(Cc2nc(-c3cccc(Cl)c3)oc2C)CC1
→ 3, 6, 0.1, 0.95, -6, 3, 0.8, 91, 97, 20
> CCN(CC)Cc1c(O)c(Cl)cc2c(C)c(C)c(=O)oc12
→ 3, 13, -0.1, 1.2, -13, -5, 1.2, 102, 97, 1
> COc1ccc(/C=C/C(=O)OCC(=O)Nc2cccc(C(C)=O)c2)cc1
→ -2, -1, -0.5, 1.4, 1, -1, 3.8, 95, 102, 10
> CCCn1c(C)cc(C(=O)COC(=O)c2ccc(Cl)c(S(=O)(=O)N3CCCC3)c2)c1C
→ -4, 20, 0.0, 0.93, -20, 32, 6.1, 105, 106, -2
> COc1ccc(CC(=O)OCc2cc3ccc(C)cc3[nH]c2=O)cc1
→ 6, 6, 0.0, 1.2, -6, -1, 4.0, 105, 95, -1
> O=c1c(Cl)c(N2CCN(c3ccc(F)cc3)CC2)cnn1C12CC3CC(CC(C3)C1)C2
→ 9, -8, -0.5, 0.9, 8, -4, 2.7, 109, 92, -8
> O=C(Nc1cccc2cccc(NC(=O)c3ccco3)c12)c1ccco1
→ 6, -18, 0.2, 0.61, ., -7, 0.8, 100, 96, 3
> CCOC(=O)C1=C(C)NC2=C(C(=O)CCC2)C1c1ccc(O)c(OCC)c1 (stereo unspecified)
→ 3, -6, -0.3, 1.4, 6, -4, 0.4, 100, 97, 4
> O=C(c1cc2ccccc2o1)N1CCN(S(=O)(=O)c2cccs2)CC1
→ 5, 5, 0.0, 1.1, -5, -6, 0.3, 91, 95, 13
> Cc1cnn(CCC(=O)NNC(=S)Nc2cccc(Cl)c2)c1
→ 6, -6, -0.3, 1.3, 6, -7, 0.0, 95, 94, 10
> COC(=O)c1cc(Br)c(=O)n(-c2ccc(F)cc2)c1
→ 1, 2, -0.2, 1.2, -2, -7, 2.2, 97, 97, 4
> Cc1ccnc(NC(=O)c2ccc(N3C(=O)CCC3=O)cc2)c1
→ -28, -2, 0.5, 1.4, 2, 79*, 3.9, 104, 126, 0
> O=c1c2ccccc2nnn1Cc1cccc2ccccc12
→ 8, -7, -0.3, 1.2, 7, -6, 1.4, 100, 91, 9
> CCSc1nnc(NC(=O)[C@@H](NC(=O)c2cccc(C)c2)C(C)C)s1
→ -3, -2, -0.4, 1.1, 2, -3, -1.7, 100, 103, 5
> O=C(CSc1nc2[nH]ncc2c(=O)n1-c1ccccc1Br)NCc1ccco1
→ -2, 5, -0.2, 1.2, -5, -2, 4.2, 97, 102, 6
> COC(=O)c1sccc1NS(=O)(=O)c1ccc(OC)cc1
→ 7, 1, -0.4, 0.99, -1, -9, 1.0, 100, 94, 7
> COC(=O)c1cccc(NC(=O)/C=C/c2ccc3c(c2)OCO3)c1
→ 8, -12, -0.6, 1.5, 12, 69*, 2.8, 83, 92, 18
> CN1CCN(C(=O)c2ccc3c(c2)S(=O)(=O)c2ccccc2C3=O)CC1
→ -2, -17, 0.7, 1.1, 17, -9, -1.2, 100, 99, 5
> Cc1n[nH]c(=S)c2nn(-c3ccccc3)c(C)c12
→ -3, -3, -0.5, 0.92, 3, -8, 0.7, 104, 103, 2
> COc1ccc(NC(=O)C2CC(=O)N(C)C(=Nc3ccc4c(c3)OCO4)S2)cc1 (stereo unspecified)
→ 1, 2, -0.2, 1, -2, ., 6.4, 96, 99, 9
> C=CCNC(=O)c1cc2c(=O)n3cc(C)ccc3nc2nc1NCC1CCCO1 (stereo unspecified)
→ -5, -12, -0.1, 1, 12, -1, 1.1, 101, 105, -7
> Cc1ccc(N(CC(=O)Nc2ccccc2-c2ccccc2)S(=O)(=O)c2ccccc2)cc1
→ 4, 19, -0.1, 0.77, -19, -11, 5.2, 96, 96, 8
> O=C(Nc1cnn(Cc2ccc(F)cc2)c1)c1cc2nc(-c3ccco3)cc(C(F)(F)F)n2n1
→ -12, 13, -0.2, 1.4, -13, -8, 9.5*, 88, 111, 17
> COc1ccc(OC)c(C2CC(=O)N3CN(c4cccc(Cl)c4C)CSC3=C2C#N)c1 (stereo unspecified)
→ 1, 6, 0.0, ., -6, -2, ., 103, 100, 5
> COc1ccc(C2c3c(ccc4ccccc34)Oc3ncn4nc(Cc5ccc(OC)c(OC)c5)nc4c32)cc1 (stereo unspecified)
→ -1, 11, -0.3, 1.1, -11, -2, 6.1, 104, 101, -10
> Cc1nc(-c2cn[nH]c2)c2cc(C)oc2n1
→ -10, -11, 0.1, 0.92, 11, -2, 0.9, 106, 109, -3
> O=C(c1ccccc1Cl)N(Cc1ccc(Br)cc1)N1C(=O)CCCC1=O
→ -9, 13, 0.4, 0.97, -13, 0, 1.3, 94, 106, 14
> Cc1ccc2nc(C3CCN(C(=O)c4ccco4)CC3)[nH]c2c1
→ -4, 21, 0.0, 0.97, -21, -5, 1.1, 105, 104, 0
> O=C(/C=C/c1ccc(Cl)cc1)NCCSc1ccccc1
→ -8, -1, -0.4, 1.2, 1, -7, 1.6, 101, 107, 5
> C=CCOc1ccc(C2OC34CCCCC3C(C#N)(C#N)C2(C#N)C(=N)O4)cc1 (stereo unspecified)
→ -4, -15, -0.1, 0.88, 15, -5, 0.9, 100, 104, 1
> O=C(Nc1cc([N+](=O)[O-])ccc1N1CCCC1)c1ccccc1
→ -2, -10, -0.2, 0.96, 10, -6, 1.2, 106, 99, -2
> CCN(CC)c1ccc2c(c1)oc(=O)c1c(Cl)cc(=O)oc12
→ 1, -22, 0.1, 1.5, 22, -3, 4.0, 104, 101, -3
> CCOc1ccc(Nc2ncnc3c2cnn3Cc2ccccc2)cc1
→ -3, 10, -0.2, 0.88, -10, -4, -1.4, 86, 103, 20
> COc1ccccc1NC(=S)N1CCOCC1
→ 1, 10, -0.4, 1.1, -10, -7, 0.1, 96, 99, 8
> COc1cc(CNCCCO)ccc1OCC(=O)NC(C)(C)C
→ 3, -7, -0.1, 1.1, 7, -7, 0.4, 102, 97, 0
> COCCCNC(CC(=O)Nc1ccc(OC)cc1OC)C(=O)O (stereo unspecified)
→ -9, 4, 0.1, 1.1, -4, -5, 3.0, 99, 109, 5
> O=c1nc(N/N=C/c2ccccn2)cn[nH]1
→ -4, 6, -0.4, 1.1, -6, 2, 1.9, 79, 102, 27
> O=[N+]([O-])c1ccc(CCNc2cccc3ccccc23)c([N+](=O)[O-])c1
→ 11, -12, 0.9, 1.1, 11, -4, 1.3, 105, 90, -4
> CNC(=O)COC(=O)CCC(=O)c1ccc(Cl)cc1
→ -5, -2, -0.3, 1.1, 2, -4, 0.5, 103, 103, -3
> CC(C)(C)NS(=O)(=O)c1ccc(/C=C/C(=O)O)cc1
→ -10, -7, 0.1, ., 7, -4, 1.4, 98, 107, 7
> O=S(=O)(Nc1ccccc1)c1ccc(Oc2ncc(C(F)(F)F)cc2Cl)cc1
→ 1, -1, -0.1, 0.91, 1, -4, 1.9, 101, 99, 2
> CCCOC(=O)C1=C(C)NC2=C(C(=O)CCC2)C1c1cccs1 (stereo unspecified)
→ -5, 18, -0.3, 1, -18, -6, 1.6, 92, 105, 12
> C=CCNC(=S)NCCCCC1NC(=S)N(CC=C)C1=O (stereo unspecified)
→ 6, 8, -0.2, 1.2, -8, -7, 0.3, 101, 95, 3
> COc1nc2ccccc2nc1CCC(=O)O
→ -7, 12, -0.2, 1.3, -12, -3, 0.4, 99, 105, 3
> O=C(CCC(=O)OCC(=O)c1ccccc1)Nc1cccc(Cl)c1
→ 6, -4, -0.3, 1, 4, 0, 1.8, 103, 95, -6
> O=C(CCS(=O)(=O)c1ccccc1)Nc1cccc2c1C(=O)NC2=O
→ 3, 9, -0.3, 1, -9, -7, 2.7, 95, 95, 11
> COc1ccc(NS(=O)(=O)c2cc(NC(=O)c3ccncc3)ccc2N2CCOCC2)cc1
→ -2, -4, -0.2, 0.67, 4, -8, 2.3, 94, 102, 14
> CCC(NC(=O)Nc1ccc(O)cc1)(C(F)(F)F)C(F)(F)F
→ 6, 8, 0.3, 1.4, -8, 0, -0.3, 92, 95, 17
> CCOC(=O)c1[nH]c(C)c(C(=O)O)c1C
→ -6, 5, -0.2, 1, -5, -6, 0.1, 105, 105, -8

Filtered by structure, the compounds so far containing an NH in an aromatic ring.
Order of values – STAT1 inh, APP 5UTR inh, Hsp70 activator, NF-kB neuron act, APP 5'UTR act, FLuc inh counter, RAM inhibit, STAT3 act, STAT1 act, STAT3 blocker
> COc1ccc(CC(=O)OCc2cc3ccc(C)cc3[nH]c2=O)cc1
→ 6, 6, 0.0, 1.2, -6, -1, 4.0, 105, 95, -1
> O=C(CSc1nc2[nH]ncc2c(=O)n1-c1ccccc1Br)NCc1ccco1
→ -2, 5, -0.2, 1.2, -5, -2, 4.2, 97, 102, 6
> Cc1n[nH]c(=S)c2nn(-c3ccccc3)c(C)c12
→ -3, -3, -0.5, 0.92, 3, -8, 0.7, 104, 103, 2
> Cc1nc(-c2cn[nH]c2)c2cc(C)oc2n1
→ -10, -11, 0.1, 0.92, 11, -2, 0.9, 106, 109, -3
> Cc1ccc2nc(C3CCN(C(=O)c4ccco4)CC3)[nH]c2c1
→ -4, 21, 0.0, 0.97, -21, -5, 1.1, 105, 104, 0
> O=c1nc(N/N=C/c2ccccn2)cn[nH]1
→ -4, 6, -0.4, 1.1, -6, 2, 1.9, 79, 102, 27
> CCOC(=O)c1[nH]c(C)c(C(=O)O)c1C
→ -6, 5, -0.2, 1, -5, -6, 0.1, 105, 105, -8
